HIF act – HIF pathway transcriptional activators, primary screen, cell-based, U2OS HRE-luciferase, luminescence; AID 1910, 2009; actives 0.32% (n = 300,000); U2OS HRE-luciferase reporter; normalized: DMSO 0%, desferrioxamine 100%; activation, % at 7.5 µM (by protocol);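 active = mean activation of at least 10% of the iron chelator positive control signal, with at least half of replicates also reaching 10%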
IEC-6 cytotox – cytotoxicity in IEC-6 intestinal epithelial cells, primary screen, cytotoxicity control for KLF5 inhibitor project, cell-based, luminescence; actives 0.78% (n = 290,000); AID 1825, 2009; inhibition, % at 5 µM; IEC-6 cytotoxicity, luminescence viability; in the data active = inhibition above about 22%;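 also: 0% = plate median of test compound wells and 100% = cytotoxic reference compound wells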
HSF-1 act – HSF-1 activators, primary screen, NIH3T3-HGL cells, MG132 stress, luminescence, single point; NIH3T3-HGL HSF-1 luciferase reporter, 8 h; 100% = twice DMSO control signal; activation, % at 9 µM; actives 1.7% (n = 300,000); AID 504408, 2011;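 active = mean replicate activation of at least 50% with a set share of replicates each reaching 50%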;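 also: 0% = median of the neutral control wells and 100% = twice that signal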
HSP90 refold inh – HSP90 inhibitors, primary screen, cell lysate, luminescence; Heat shock protein HSP 90 (rabbit reticulocyte lysate; luciferase refolding); Rabbit reticulocyte lysate, luciferase refolding luminescence, 3 h; inhibition, % at 5.6 µM; actives 0.91% (n = 290,000);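 active = inhibition above the screen-wide mean plus 3 SD, computed separately per campaign, cut at about 16% in these data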;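 also: 0% = DMSO wells and 100% = 60 µM geldanamycin wells; inhibitors lower the luminescence because luciferase stays unfolded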
KLF5 inhibitor – KLF5 expression inhibitors, primary screen, DLD-1 cells, luminescence; inhibition, % at 5 µM; DLD-1 KLF5 promoter-luciferase reporter; actives 0.23% (n = 290,000);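 active = inhibition above a per-plate limit of that plate's mean compound inhibition plus 3 SD, cut at about 60% in these data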;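 also: 0% = DMSO wells and 100% = LY294002 at 200 µM; higher means less KLF5 promoter-driven luciferase light; inactives centre near -14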
AI-2 QS mod – Vibrio harveyi AI-2 quorum sensing modulators, primary screen, JMH597 strain, luminescence/OD600 ratio; Vibrio harveyi JMH597 AI-2 luminescence/OD600 ratio, 9 h; stronger effect = lower value; strain lacks LuxN and CqsS sensors; 0 = neutral-control median; activity change, % at 7.5 µM; actives 0.4% (n = 300,000); in the data active = activity change below about -75%, passing the limit was not always enough;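 also: luminescence divided by OD600 gain over 9 h not by final OD600 alone; inactives centre near 13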
Platelet DG rel – inhibitors of platelet dense granule secretion, primary screen, cell-based, MLPCN, human platelets; human platelet-rich plasma, SFLLRN dense granule ATP release, luminescence; AID 1663, 2009; actives 0.22% (n = 300,000); inhibition, %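 (compounds screened at 7.5 µM in platelet-rich plasma)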;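 active = mean replicate score, as percent of positive control, at or above 50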
aSyn UTR inh – MLPCN primary screen, SNCA 5' untranslated region | alpha-synuclein 5'UTR reporter, inhibitor activity | inhibition, % (tested at 7.5 µM) | actives 0.82% (n = 300,000) | AID 1813, 2009; in the data active = inhibition above about 60%;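 also: H4 neuroglioblastoma cells stably carrying SNCA 5'UTR luciferase fusion; 0% = DMSO wells and 100% = positive control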
SKKanGAS inh – S. pyogenes SKKanGAS growth inhibitors in kanamycin, primary screen, streptokinase expression inhibitor project, SKKanGAS strain, BacTiter-Glo luminescence; 6 h; inhibition, % at 7.5 µM; actives 1.3% (n = 300,000); AID 1662, 2009;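 active = mean replicate score, as percent of positive control median, at least 50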;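 also: strain carries kanamycin resistance gene driven by streptokinase promoter and grows in 40 µg/ml kanamycin; loss of luminescence reflects streptokinase promoter inhibition or plain growth inhibition; 0% = median of DMSO wells and 100% = positive control at its reference dose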
HSF1 inhib – HSF1 inhibitors in luciferase reporter cells, primary screen, cell-based, NIH3T3, luminescence | actives 0.77% (n = 300,000) | AID 2098, 2009 | NIH3T3-HGL HSE-luciferase, MG132-induced, luminescence 8 h; stronger effect = lower value | activity change, negative = inhibition, % at 7.5 µM (by protocol);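 active = more than half of replicate wells show activity change below -50%, luminescence cut by over half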;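 also: luciferase reports HSF-1 transcriptional activity via heat shock element; 0% = median of DMSO wells and -100% = zero luminescence signal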
* = called active by the depositor; nt = not tested or not shown. Rows are unselected, and some 6% of all compounds hit somewhere here.

Molecule	HIF act	IEC-6 cytotox	HSF-1 act	HSP90 refold inh	KLF5 inhibitor	AI-2 QS mod	Platelet DG rel	aSyn UTR inh	SKKanGAS inh	HSF1 inhib
Cc1ccccc1-c1ccc(Nc2ccc(C(=O)N3CCOCC3)cc2)nn1	-0.1	-0.8	-11.4	-4.5	-13.4	11.3	0.6	10.1	3.7	-9.9
Cc1nn(-c2cccc(C(F)(F)F)c2)c(Cl)c1/C=N/n1cnnc1	-0.2	9.2	-11.2	0.8	-9.7	9.6	-2.3	14.3	3.6	-0.4
CC1CC(C)CN(S(=O)(=O)c2cc(C(=O)O)c(Cl)s2)C1 (centres undefined)	-0.3	7.1	3.8	5.0	0.7	-6.6	-7.3	6.3	-6.6	-10.4
O=C(NCc1ccco1)c1c(F)c(F)c(F)c(C(=O)NCc2ccco2)c1F	-0.6	0.6	-23.7	-5.1	-15.3	10.8	0.4	-5.5	5.6	-7.7
COCCNC(=O)Cn1c(=O)n(Cc2ccc(C(=O)NCCc3ccc(OC)c(OC)c3)cc2)c(=O)c2ccccc21	-1.7	1.1	-4.5	1.1	-23.9	25.1	2.1	15.3	0.3	-4.0
COc1ccccc1Nc1ccc(C(=O)NC2CCCCC2)cn1	0.0	1.1	2.6	-1.4	-18.6	30.3	-5.3	-21.7	-2.6	1.1
COc1ccc(NC(=O)c2coc3ccccc23)cc1OC	1.9	3.0	-9.8	-2.3	-58.8	15.9	-4.5	-122.0	-8.9	-4.9
CCOC(=O)C1CCN(c2ccc(-c3cccs3)nn2)CC1	3.4	15.6	14.8	27.0*	-70.6	33.7	40.2	-212.5	21.0	7.8

(cont.)
Molecule	HIF act	IEC-6 cytotox	HSF-1 act	HSP90 refold inh	KLF5 inhibitor	AI-2 QS mod	Platelet DG rel	aSyn UTR inh	SKKanGAS inh	HSF1 inhib
CSc1ccc(CN(C)CC(=O)NCc2ccccc2)cc1	-0.3	-5.5	-4.8	-2.9	-44.0	-11.4	31.4	-4.1	-2.0	-1.2
CCOC(=O)C1(CCCc2ccccc2)CCN(C(=O)COC)CC1	1.6	7.0	-17.1	10.5	-2.9	-11.6	12.7	12.6	-10.3	-0.3
CCOc1ccc(NC(=O)Cn2nnc(C(=O)NCc3ccco3)c2N)cc1	-0.7	-6.6	56.5*	-0.7	-7.8	24.7	0.8	15.3	-3.6	27.2
CCCc1nc(S(=O)(=O)Cc2ccc(Cl)cc2Cl)n[nH]1	-0.2	-1.2	-1.7	2.2	-8.4	17.8	1.3	18.4	-5.5	-7.0
CCC1CCCCN1CCCNC(=O)Cn1cnc2sc(C)c(S(=O)(=O)N3CC(C)CC(C)C3)c2c1=O (centres undefined)	0.7	3.9	12.3	-0.3	-41.1	23.3	-0.5	25.8	1.3	7.6
O=C(COC(=O)c1ccc(=O)[nH]c1)Nc1cccc(S(=O)(=O)N2CCOCC2)c1	-0.4	-2.7	10.2	4.1	-16.9	9.9	-5.8	-9.6	-10.0	6.5
CCOc1cc(C(=S)N2CCCCC2)ccc1OS(=O)(=O)c1ccc(Cl)cc1	-0.2	5.0	31.6	3.8	24.6	16.1	7.2	-0.1	4.6	3.4
Cc1ccc(NC(=O)CC2COc3ccccc3O2)cc1 (centres undefined)	-30.6	-5.7	12.7	-5.2	-17.6	-6.5	-2.8	-88.6	22.6	10.1

Additional entries follow:
Molecule	HIF act	IEC-6 cytotox	HSF-1 act	HSP90 refold inh	KLF5 inhibitor	AI-2 QS mod	Platelet DG rel	aSyn UTR inh	SKKanGAS inh	HSF1 inhib
O=C(CN1CCCC1)Nc1sc2c(c1C(=O)Nc1ccc(Br)cc1)CCC2	-0.2	4.9	-2.8	0.6	-10.0	14.6	10.6	-22.1	60.9*	1.2
Cc1ccc(N/C=C(\C#N)S(=O)(=O)c2ccccc2)cc1	0.3	-1.1	-21.5	2.6	-32.5	8.5	-0.4	6.8	-1.0	-7.1
Cc1ccc(CCc2nnc(SCC(=O)Nc3ccccc3Cl)n2-c2ccccc2)o1	-0.3	-0.5	-5.3	-7.2	1.4	34.0	3.1	-0.8	3.2	7.7
Cc1c(NC(=O)CCCCCN2C(=O)C3C4C=CC(C4)C3C2=O)c(=O)n(-c2ccccc2)n1C (centres undefined)	0.0	4.1	2.3	0.1	0.6	-2.6	5.7	-3.6	-1.2	2.4
O=C(CCC(=O)Nc1ccccc1)N/N=C/c1ccc2c(c1)OCO2	0.1	4.6	-14.4	-5.4	-22.1	2.4	-44.0	-62.9	3.4	-2.3
OC(CNCc1ccccc1F)COc1cccc2ccccc12 (centres undefined)	-0.3	-6.7	4.2	-3.1	-15.3	24.0	-42.7	36.9	2.9	-5.2
CC(C)(C)C(=O)N1CCn2c1nc1ccccc12	-0.3	-0.4	-2.5	3.2	-30.0	11.3	10.6	9.9	0.8	-2.3
O=C(Nc1cccc(Cl)c1)N1CCN(C2c3ccccc3-c3ccccc32)CC1	-0.6	0.0	40.7	-0.4	12.1	14.2	-14.3	14.0	15.1	16.9

Other entries follow.
Molecule	HIF act	IEC-6 cytotox	HSF-1 act	HSP90 refold inh	KLF5 inhibitor	AI-2 QS mod	Platelet DG rel	aSyn UTR inh	SKKanGAS inh	HSF1 inhib
COc1ccc(CCNC(=O)c2ccc(N3CCCC3=O)cc2)cc1	-0.1	-3.9	7.5	0.7	-5.2	7.5	nt	-6.9	-1.0	1.7
COc1ccc(-c2noc(N3CCC(C(=O)Nc4ccc(F)cc4)CC3)n2)cc1	0.9	-0.1	45.1	2.4	-40.8	22.4	-1.0	-8.5	-2.4	15.8
CCc1ccc(NC(=O)Nc2cc(C(=O)NCC3CCCO3)ccc2N2CC3CC(C2)c2cccc(=O)n2C3)cc1 (centres undefined)	-0.5	-1.1	-9.4	4.6	-7.3	16.3	1.0	-2.1	-0.1	0.0
Cc1ccc(S(=O)(=O)NC(=O)Nc2cc(C)ccc2F)cc1	-0.1	2.3	-8.3	0.7	-27.9	21.0	-9.2	2.3	-2.3	-3.4

9 of the compounds above, with two lines to a compound:
Results follow in this order: HIF act	IEC-6 cytotox	HSF-1 act	HSP90 refold inh	KLF5 inhibitor	AI-2 QS mod	Platelet DG rel	aSyn UTR inh	SKKanGAS inh	HSF1 inhib
- Cc1ccc(N/C=C(\C#N)S(=O)(=O)c2ccccc2)cc1
    0.3	-1.1	-21.5	2.6	-32.5	8.5	-0.4	6.8	-1.0	-7.1
- Cc1ccc(CCc2nnc(SCC(=O)Nc3ccccc3Cl)n2-c2ccccc2)o1
    -0.3	-0.5	-5.3	-7.2	1.4	34.0	3.1	-0.8	3.2	7.7
- Cc1c(NC(=O)CCCCCN2C(=O)C3C4C=CC(C4)C3C2=O)c(=O)n(-c2ccccc2)n1C (centres undefined)
    0.0	4.1	2.3	0.1	0.6	-2.6	5.7	-3.6	-1.2	2.4
- O=C(CCC(=O)Nc1ccccc1)N/N=C/c1ccc2c(c1)OCO2
    0.1	4.6	-14.4	-5.4	-22.1	2.4	-44.0	-62.9	3.4	-2.3
- OC(CNCc1ccccc1F)COc1cccc2ccccc12 (centres undefined)
    -0.3	-6.7	4.2	-3.1	-15.3	24.0	-42.7	36.9	2.9	-5.2
- CC(C)(C)C(=O)N1CCn2c1nc1ccccc12
    -0.3	-0.4	-2.5	3.2	-30.0	11.3	10.6	9.9	0.8	-2.3
- O=C(Nc1cccc(Cl)c1)N1CCN(C2c3ccccc3-c3ccccc32)CC1
    -0.6	0.0	40.7	-0.4	12.1	14.2	-14.3	14.0	15.1	16.9
- COc1ccc(CCNC(=O)c2ccc(N3CCCC3=O)cc2)cc1
    -0.1	-3.9	7.5	0.7	-5.2	7.5	nt	-6.9	-1.0	1.7
- COc1ccc(-c2noc(N3CCC(C(=O)Nc4ccc(F)cc4)CC3)n2)cc1
    0.9	-0.1	45.1	2.4	-40.8	22.4	-1.0	-8.5	-2.4	15.8

3 of the entries above in order of the AI-2 QS mod value, lowest first.
structure | HSF-1 act | HSP90 refold inh | KLF5 inhibitor | AI-2 QS mod | Platelet DG rel | aSyn UTR inh | HSF1 inhib
COc1ccc(CCNC(=O)c2ccc(N3CCCC3=O)cc2)cc1 | 7.5 | 0.7 | -5.2 | 7.5 | nt | -6.9 | 1.7
Cc1ccc(S(=O)(=O)NC(=O)Nc2cc(C)ccc2F)cc1 | -8.3 | 0.7 | -27.9 | 21.0 | -9.2 | 2.3 | -3.4
COc1ccc(-c2noc(N3CCC(C(=O)Nc4ccc(F)cc4)CC3)n2)cc1 | 45.1 | 2.4 | -40.8 | 22.4 | -1.0 | -8.5 | 15.8
